CXCR6 inh – inhibitors of human CXCR6 receptor. O00574. CHO-K1 PathHunter CXCR6 beta-arrestin, luminescence. inhibition, % at 20 µM. actives 0.36% (n = 360,000). AID 602244; in the data active = inhibition above about 34%, passing the limit was not always enough;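 also: antagonist mode with CXCL16 agonist at 10 nM final; 0% = 10 nM CXCL16 with DMSO and 100% = unstimulated wells without agonist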
Target sequence (O00574 whole entry, looked up): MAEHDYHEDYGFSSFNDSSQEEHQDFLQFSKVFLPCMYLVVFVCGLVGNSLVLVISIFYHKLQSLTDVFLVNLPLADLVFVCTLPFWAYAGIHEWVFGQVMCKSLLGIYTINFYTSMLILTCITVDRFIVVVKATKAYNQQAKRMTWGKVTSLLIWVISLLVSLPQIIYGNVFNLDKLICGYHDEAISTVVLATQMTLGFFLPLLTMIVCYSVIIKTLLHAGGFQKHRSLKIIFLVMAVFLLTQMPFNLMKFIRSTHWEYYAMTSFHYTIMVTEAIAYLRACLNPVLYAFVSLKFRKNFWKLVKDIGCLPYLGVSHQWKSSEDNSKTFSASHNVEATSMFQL
APJ antagonist – antagonists of human APJ apelin receptor | CHO-K1 APJ beta-arrestin complementation, luminescence | AID 2521 | actives 0.32% (n = 330,000) | inhibition, % at 20 µM | P35414;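 active = inhibition above about 40% at 20 µM, limit read from the data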;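 also: cells challenged with 10 nM apelin-13 agonist together with compound; plate controls were apelin-13 plus DMSO wells for no effect and DMSO wells lacking apelin-13 for full effect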
Target sequence (P35414 whole entry, looked up): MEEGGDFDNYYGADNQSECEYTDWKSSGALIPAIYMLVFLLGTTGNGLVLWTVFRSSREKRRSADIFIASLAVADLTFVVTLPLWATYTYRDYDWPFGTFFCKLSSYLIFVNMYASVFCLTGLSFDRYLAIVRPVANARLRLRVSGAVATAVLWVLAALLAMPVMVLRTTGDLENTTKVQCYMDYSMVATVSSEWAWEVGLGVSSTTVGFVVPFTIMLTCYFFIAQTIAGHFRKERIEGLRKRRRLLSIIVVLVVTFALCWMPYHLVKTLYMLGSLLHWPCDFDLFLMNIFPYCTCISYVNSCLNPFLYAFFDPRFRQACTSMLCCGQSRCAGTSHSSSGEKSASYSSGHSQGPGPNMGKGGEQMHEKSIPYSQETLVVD
APJ agonist – APJ receptor agonism. CHO-K1 APJ PathHunter beta-arrestin, luminescence; 0% DMSO wells, 100% apelin. actives 0.11% (n = 330,000). AID 2520. P35414. activation, % at 20 µM;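 active = activation more than six SD over the plate average, tested at 20 µM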;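 also: 0% = DMSO alone and 100% = apelin-13 at 10 nM; some results filed as inactive read as strong as hits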
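Assay system: CHO-K1 cells stably expressing ProLink-tagged human APJ and arrestin–beta-gal acceptor. Compound dosing: 20 µM single point, 1% DMSO. Times: 16-18 h seeding, 90 min dark compound exposure, 60 min detection. Detection: beta-gal luminescence. Evaluation: APJ–arrestin association signal. Controls: negative DMSO alone, positive Apelin-13 at 10 nM.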
CHOP UPR activ – activators of apoptotic arm of unfolded protein response (CHOP); CHO-CHOP luciferase reporter, UPR activation, luminescence; percent of tunicamycin response over DMSO baseline; activation, % at 10 µM; actives 0.34% (n = 330,000); AID 449763;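 active = at 10 µM dose, activation of 40% or more, normalized to positive control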;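 also: 100% = tunicamycin at 10 µg/mL and 0% = DMSO alone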
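Test system: CHO CHOP reporter cells. Input: 500 CHO-CHOP cells per well. Medium: F12 with 10% FBS. Technique: luciferase luminescence. Measure: percent activation relative to tunicamycin control. Dosing: 10 µM compound, 0.5% DMSO. Timing: 16-18 h cell attachment, then 6 h compound exposure, 37 °C.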
tim23-1 inh – inhibits growth of tim23-1 mutant yeast; S. cerevisiae tim23-1 growth, BacTiter-Glo luminescence, 24 h; inhibition, % at 20 µM; actives 1.3% (n = 330,000);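 active = growth inhibition of the mutant yeast at or above 50%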;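 also: temperature-sensitive mutant grown at 25 °C; plate controls were DMSO-treated mutant yeast for no effect and medium wells lacking yeast for full effect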
TIM10 inh – TIM10 yeast growth inhibition | S. cerevisiae TIM10 strain growth, BacTiter-Glo luminescence, 24 h | inhibition, % at 10 µM | actives 1.4% (n = 330,000);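 active = inhibition of 40% or more at the single tested concentration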;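 also: wild-type TIM10 isogenic control strain grown at permissive 25 °C; 0% = DMSO yeast wells and 100% = minimal medium wells without yeast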
UPR XBP1 act – adaptive UPR (XBP1) activation; AID 463104; actives 0.33% (n = 330,000); activation, % at 20 µM; CHO-XBP1 luciferase reporter, IRE1-XBP1 UPR activation, luminescence; percent of tunicamycin response, DMSO as zero;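 active = versus positive control, 20 µM dose yields 30% or more activation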;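 also: 100% = tunicamycin at 10 µg/mL and 0% = DMSO only wells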
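Material: IRE1-XBP1 luciferase reporter CHO line / Quantity: one thousand reporter cells per well / Buffer or medium: F12 with 10% serum / Compound: 20 µM single concentration, DMSO 1% / Times: 6 h treatment, 37 °C / Detection: Steady-Glo luciferase glow luminescence, 10 min after reagent addition / Benchmarks: tunicamycin high, DMSO low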
Mdm2-MdmX inh – inhibitors of human Mdm2/MdmX interaction. O15151+Q00987. SaOS-2 split-luciferase Mdm2/MdmX complementation, luminescence. inhibition, % at 8 µM. actives 3% (n = 330,000). AID 485346;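 active = inhibition of at least 50% at 8 µM in the primary screen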
tim10-1 inh – growth inhibitors of tim10-1 mutant yeast; S. cerevisiae tim10-1 ts strain growth, BacTiter-Glo, 24 h; inhibition, % at 20 µM; actives 2.2% (n = 330,000); AID 463190;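 active = inhibition of at least 40%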;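 also: mutant grown at 25 °C; 0% = DMSO wells with yeast and 100% = wells holding no yeast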
An asterisk follows results filed as active; x = no result given.

SMILES	CXCR6 inh	APJ antagonist	APJ agonist	CHOP UPR activ	tim23-1 inh	TIM10 inh	UPR XBP1 act	Mdm2-MdmX inh	tim10-1 inh
Cc1c(/C=N/NC(=O)c2ccccc2O)c2ccccn2c1C(=O)c1ccc(F)cc1	7.9	8.7	0.7	7.5	17.7	-1.1	0.4	34.1	10.0
COc1ccc(C(=O)N2CC3(CC(c4cccc([N+](=O)[O-])c4)=NO3)C[C@H]2C(=O)NCC(N)=O)cc1 (stereo not given in full)	-3.6	2.3	1.7	0.8	-9.3	9.1	-1.6	17.7	-11.6
COc1ccc(CCNc2c(C)c(C)nc3ncnn23)cc1	-8.6	-12.4	0.3	7.5	3.4	0.6	1.8	50.4*	5.3
Cc1ccc(NC(=O)C2=NNC(=O)CC2)cc1S(=O)(=O)Nc1ccc(SC(F)F)cc1	2.2	-1.9	-4.1	-0.6	11.3	4.2	-4.0	9.9	-5.2
COC(=O)c1ccc(CNC(=O)COC(=O)C2CC3C=CC2C3)cc1 (stereo not given)	5.6	-20.5	0.4	-1.1	10.8	7.7	-2.7	-26.3	8.9
CSCCC(NC(=O)c1ccc(Cl)cc1)C(=O)OCC(C)=O (stereo not given)	-5.7	3.5	1.1	-0.2	7.8	7.1	-1.9	-59.9	12.8
O=C1CCN(Cc2ccc(O)cc2)CCN1[C@H](CO)c1ccccc1	-4.7	-2.8	-1.2	2.2	2.7	-0.9	0.6	-9.6	11.8
CN(c1ccccc1)S(=O)(=O)c1cccc(NC(=O)C2CCCO2)c1 (stereo not given)	-8.3	14.5	-3.9	-3.2	2.4	-0.5	-2.8	-32.7	-0.5
CCOC(=O)c1c(CN2CCN(c3ccccc3)CC2)oc2cc(Br)c(O)cc12	0.1	14.8	-5.1	-0.3	18.2	-1.1	-1.9	22.7	20.9
CCCCNc1nnc(Cc2ccc(Cl)cc2)c(=O)[nH]1	-14.0	-1.9	-0.2	2.2	-16.3	-14.5	1.4	29.1	-7.5
CCc1c(C)nc(N)n2c(SCC(=O)Nc3ccccc3OC)nnc12	-5.5	-1.5	-2.3	-1.4	3.9	-3.1	-2.1	17.4	-4.7
O=C(NCc1ccccn1)Nc1cccc(Cl)c1Cl	-4.8	-8.3	-0.5	6.6	17.4	3.5	-0.2	-3.5	4.1
C[C@@H]1NC(=O)[C@H](CCC(N)=O)NC(=O)c2cc([N+](=O)[O-])cc(I)c2NCC[C@@H](C(N)=O)NC1=O	x	-58.0	-0.4	0.2	-3.9	-1.4	-1.4	2.1	-18.2
O=C(O)CCSCC(=O)Nc1c(C(=O)C2CC2)oc2ccccc12	1.0	-1.0	2.4	-2.5	13.5	0.9	-4.8	26.4	5.8
Cc1cc(C)c(NC(=O)CSc2nnc(-c3ccncc3)n2Cc2ccco2)c(Cl)c1	6.7	-16.1	-1.3	1.0	-2.3	6.2	-2.7	-13.1	3.0
COc1ccc(C(=O)CCC(=O)O)cc1	-1.4	2.4	0.5	2.1	0.9	9.7	-2.2	-14.2	-5.1
CCCCNCCCOc1cccc(Cl)c1	-2.4	-4.0	-2.3	0.2	4.2	-0.9	1.1	16.2	-2.0
O=C(c1sc2ccccc2c1Cl)N1CCN(c2ncccn2)CC1	0.3	-1.5	-2.9	-0.1	42.3	18.1	-0.8	4.7	36.4
CC(=O)N1CCN(S(=O)(=O)c2cccc(C(=O)N(Cc3ccccc3)c3cccc(C)c3)c2)CC1	1.1	17.8	-0.1	2.9	-4.4	1.8	-2.4	17.9	10.7
O=C(COC(=O)c1ccccn1)NC(=O)c1ccccc1	-0.8	6.8	-3.7	0.3	-9.3	6.8	1.5	-5.4	7.0
CCOC(=O)c1c(C)[nH]c(C(=O)OCCOc2ccc(Cl)cc2)c1C	-1.7	4.5	0.4	0.0	-0.8	1.3	-0.1	-5.5	30.9
CCOC(=O)c1cccc(NC(=O)CCn2c(=O)oc3ccccc32)c1	-5.3	9.6	2.0	0.6	15.4	-2.2	-8.0	25.0	10.0
Cc1nc2ccc(OC(=O)c3ccccc3)cc2s1	-4.5	13.0	-3.2	5.5	22.8	-14.0	8.8	16.5	-2.7
O=C(NN1C(=O)C2C3CCC(O3)C2C1=O)c1ccc(Br)o1 (stereo not given)	-5.0	6.4	-0.2	0.4	-0.4	11.1	-2.6	9.5	-3.8
S=C(NCc1ccncc1)Nc1ccc(Cl)cc1Cl	20.3	-6.7	-1.2	-2.4	30.7	15.5	-2.0	-23.3	15.7
O=C(O)C1C2C=CC3(CN(Cc4ccccn4)C(=O)C13)O2 (stereo not given)	-11.9	-7.7	-0.3	-1.3	13.2	-7.4	-0.6	18.9	9.1
O=C(Nc1ccc(Cl)cc1)c1cc2nc(-c3ccco3)cc(C(F)(F)F)n2n1	1.9	11.8	-1.3	0.0	-27.5	-20.4	2.2	21.6	-19.3
O=C(COC(=O)c1cc(Cl)ccc1O)NNC(=O)c1ccccc1F	0.5	5.9	5.2	-0.5	7.7	-2.2	-2.0	13.4	16.5
O=S(=O)(O)c1cccc(N=Nc2c(O)ccc3ccccc23)c1	27.6	49.0*	-5.1	-2.2	20.5	9.6	-2.2	16.6	24.2
Cc1ccc(C(C(=O)NCc2ccc(F)cc2)N(C(=O)c2csnn2)C2CC2)o1 (stereo not given)	4.2	7.8	-4.0	-0.5	2.2	-14.6	-1.7	8.0	13.2

Among those listed so far, these have a nitro group on carbon.
SMILES	CXCR6 inh	APJ antagonist	APJ agonist	CHOP UPR activ	tim23-1 inh	TIM10 inh	UPR XBP1 act	Mdm2-MdmX inh	tim10-1 inh
COc1ccc(C(=O)N2CC3(CC(c4cccc([N+](=O)[O-])c4)=NO3)C[C@H]2C(=O)NCC(N)=O)cc1 (stereo not given in full)	-3.6	2.3	1.7	0.8	-9.3	9.1	-1.6	17.7	-11.6
C[C@@H]1NC(=O)[C@H](CCC(N)=O)NC(=O)c2cc([N+](=O)[O-])cc(I)c2NCC[C@@H](C(N)=O)NC1=O	x	-58.0	-0.4	0.2	-3.9	-1.4	-1.4	2.1	-18.2

More entries follow:
SMILES	CXCR6 inh	APJ antagonist	APJ agonist	CHOP UPR activ	tim23-1 inh	TIM10 inh	UPR XBP1 act	Mdm2-MdmX inh	tim10-1 inh
O=S(=O)(c1cccc2nsnc12)N1CCc2ccccc2C1	6.2	-19.8	-4.5	0.0	7.8	9.4	-2.5	1.6	7.0
CNC(=O)CSc1nc2nc(C)cc(C)n2n1	-6.4	-7.6	-2.9	-1.7	4.1	-16.5	-2.7	23.1	0.6
CC(C)[C@H](NC(=O)c1ccccc1Cl)C(=O)NC1CCCCCC1	11.1	-6.5	-0.9	1.7	11.2	4.0	0.9	-29.6	18.1
CC(C)n1c(SCC(=O)N2CCN(C)CC2)nc2c1c(=O)n(C)c(=O)n2C	-2.4	18.9	-0.6	-1.0	15.5	-16.5	-1.7	4.2	11.3
Cc1nn2cc(-c3ccc(Cl)cc3)cnc2c1Cl	3.8	3.4	-1.8	4.8	-3.1	-0.7	3.9	-58.6	8.0
COc1ccccc1/C=C/C(=O)Nc1cccc(S(=O)(=O)NC2=NCCCCC2)c1	-0.4	1.6	-3.3	1.4	15.8	-2.9	0.8	17.9	14.3
CCn1c(SCC(=O)Nc2ccc3c(c2)OCCO3)nnc1C(C)C	-1.5	10.1	-2.9	3.1	2.9	8.1	1.1	1.0	-14.4
COC(=O)c1cc(NC(=O)CSc2nnc(N)s2)ccc1Cl	3.4	-20.5	-2.6	2.3	0.7	-5.0	-0.9	22.3	16.1
CCOC(=O)c1cnc(SCC(=O)Nc2ccc3c(c2)OCCO3)nc1N	0.9	17.4	-2.5	-1.4	-2.8	4.0	0.6	7.2	-19.2
O=Nc1[nH]c(=O)c(/C=C(\O)c2ccccc2)nc1NO	-5.3	-51.2	0.9	1.4	11.7	3.3	5.2	32.7	18.4
COc1ccc(NC(=O)c2cc(Br)c(Br)s2)cn1	-0.3	2.0	1.4	5.4	-7.0	17.5	4.1	13.3	14.0
COc1ccc(CN2CCN(Cc3ccc(C(F)(F)F)cc3)CC2)c(OC)c1	-4.3	7.8	-3.6	-1.3	-81.1	4.8	-1.5	32.3	-4.1
CCOc1ccc(NC(=O)CCNS(=O)(=O)c2ccc3c(c2)CCC(=O)N3)cc1	-8.9	-3.8	-0.7	5.0	7.1	6.9	1.5	41.5	2.2
O=C(COc1ccc2c3c(c(=O)oc2c1)CCC3)N[C@@H](CSCc1ccccc1)C(=O)O	-6.5	14.7	-4.1	0.1	7.6	10.5	0.0	-1.8	12.2
Cc1ccc(C(=O)Nc2c[nH]c(=O)[nH]c2=O)cc1	2.5	9.6	0.7	6.1	-1.8	-2.4	-2.6	8.8	-15.6
O=C(OCCc1cc2ccccc2c(=O)o1)c1cccc(Br)c1	-0.7	-16.4	0.7	-1.2	20.6	-23.8	-0.9	-1.5	7.2
S=C1NCCOCCOCCOCCOCCN1	5.6	7.8	-4.0	-3.4	-2.5	-1.0	-4.7	6.9	-20.2
Nc1ccc(Br)cc1C(=O)O	3.8	3.8	0.8	0.8	-4.0	-8.3	0.9	2.4	9.0
Cc1ccc(CNC(=O)CNS(=O)(=O)c2cccc3nsnc23)cc1	-4.5	-7.6	0.6	-4.0	5.0	-19.1	0.2	7.1	11.3
CCn1c(N2CCN(C(=O)C34CC5CC(CC(C5)C3)C4)CC2)nc2ccccc21	-3.6	-1.2	-2.4	-0.5	21.6	29.4	3.4	23.2	26.0
O=C(COc1cc2oc(=O)cc(-c3ccccc3)c2cc1Cl)NCc1ccccn1	13.9	13.0	3.8	-0.5	-10.0	-24.3	0.9	11.0	41.9*
CC1CCN(S(=O)(=O)c2ccc3c(c2)n(C)c(=O)n3C)CC1	-14.5	15.3	-5.1	-1.6	0.9	-8.2	-0.6	25.9	-23.2
Nc1c(C(=O)CSc2ccccn2)c(=O)[nH]c(=O)n1C1CC1	2.0	-9.8	5.0	2.8	0.3	6.8	-1.2	-20.8	9.7
COc1cccc(Nc2c([N+](=O)[O-])cncc2[N+](=O)[O-])c1	-11.3	-18.7	2.3	0.8	47.7	26.4	-3.2	-2.3	37.0
O=C(c1cccnc1)c1ncc(C(F)(F)F)cc1Cl	2.5	12.1	-1.9	1.4	-0.1	6.7	-2.1	-9.2	-1.9
COc1ccc(S(=O)(=O)N2CCCC2)cc1C(C)C	4.9	3.9	-2.2	1.4	15.7	20.7	-0.2	11.8	23.6
CCOc1ccc2c(c1)C(C)=CC(C)(C)N2S(=O)(=O)c1ccc(F)cc1	0.1	6.9	-4.8	0.0	45.1	27.9	6.7	50.9*	27.9

Printed as active in APJ antagonist, of those listed so far:
smiles,CXCR6 inh,APJ antagonist,UPR XBP1 act,Mdm2-MdmX inh
O=S(=O)(O)c1cccc(N=Nc2c(O)ccc3ccccc23)c1,27.6,49.0*,-2.2,16.6

Screening data from PubChem.

An excerpt (hit frequency here may not be typical).
